Compound activity (PubChem)
KAT2A inh: qHTS Assay for Inhibitors of GCN5L2 | GCN5L2 HAT assay, ThioGlo1 CoA-SH fluorescence | Potency, µM (doses to about 58.9 µM), inactives show at the highest dose activity change, negative = inhibition, hits mostly inhibitors | 390,000 compounds, 0.21% hits | AID 504327, 2011
Target sequence (Q92830 whole entry, looked up): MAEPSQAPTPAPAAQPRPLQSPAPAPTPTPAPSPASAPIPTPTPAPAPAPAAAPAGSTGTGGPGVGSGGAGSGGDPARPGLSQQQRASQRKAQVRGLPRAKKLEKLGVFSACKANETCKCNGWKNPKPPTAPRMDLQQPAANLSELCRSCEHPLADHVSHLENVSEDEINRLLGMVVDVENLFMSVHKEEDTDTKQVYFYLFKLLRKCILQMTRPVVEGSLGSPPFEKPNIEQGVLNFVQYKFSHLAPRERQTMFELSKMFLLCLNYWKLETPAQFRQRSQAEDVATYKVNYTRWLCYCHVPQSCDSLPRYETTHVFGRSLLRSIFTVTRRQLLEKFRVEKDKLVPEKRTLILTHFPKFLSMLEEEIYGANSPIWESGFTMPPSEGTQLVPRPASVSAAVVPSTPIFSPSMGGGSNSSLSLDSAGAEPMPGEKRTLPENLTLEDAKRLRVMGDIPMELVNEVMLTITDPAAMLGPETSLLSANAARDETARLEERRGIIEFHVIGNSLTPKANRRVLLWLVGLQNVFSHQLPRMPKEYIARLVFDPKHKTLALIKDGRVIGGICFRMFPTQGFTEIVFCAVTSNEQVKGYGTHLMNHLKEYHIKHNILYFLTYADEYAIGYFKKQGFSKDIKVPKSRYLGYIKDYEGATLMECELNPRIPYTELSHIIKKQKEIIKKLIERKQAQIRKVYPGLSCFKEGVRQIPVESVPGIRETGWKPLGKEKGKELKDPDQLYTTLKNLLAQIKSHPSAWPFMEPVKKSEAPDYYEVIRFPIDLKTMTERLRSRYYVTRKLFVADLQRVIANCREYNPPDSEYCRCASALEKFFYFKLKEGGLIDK
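Enzyme at 20nM final was mixed with library compounds for 15 min at room temperature. Peptide H3(1-25) at 75uM, acetyl-CoA at 70uM and ThioGlo1 at 50uM were then added. Plates were read immediately and after 20 min (Ex340nm/Em540nm).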
DT40 TDP1 CPT: qHTS for Inhibitors of human tyrosyl-DNA phosphodiesterase 1 (TDP1): qHTS in cells in presence of CPT; Potency, µM (titrated, usually from 46.2 µM), for the others: at the top dose activity change, negative = growth inhibition, usual class: inhibitors; chicken DT40 Tdp1-/-;hTDP1 cells + 20 nM CPT, ATP luminescence, 48 h; 420,000 compounds, 12% hits; note: nearly all actives have a fitted effect of over 55% in size
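Cell growth measured by CellTiter-Glo luminescence after a minimum 48 h, 37 C compound exposure with 20 nM CPT in Tdp1-knockout DT40 cells stably expressing hTDP1, seeded 400/well; qHTS titration format.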
FEN1 inh: qHTS Assay for the Inhibitors of Human Flap endonuclease 1 (FEN1). P39748. Recombinant FEN1 flap cleavage, fluorescence, 15 min. Potency, µM (titrated, usually from 114 µM), for the others: at the top dose activity change, negative = inhibition, hits mostly inhibitors. 390,000 compounds, 0.35% hits; note: nearly all actives have a fitted effect of over 65% in size
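FEN1 at 10 nM, compound pretreatment for 15 min (room temperature), 50 nM final substrate to initiate; endpoint reads at 0 and 15 min; DMSO-only plates used as vehicle background.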
* marks the source's active call; other numbers are inactive results; ? = inconclusive; . = not tested or not shown; & = joins results of further samples; [ ] = dose if it differs, or a comment. Calls come from the whole dose curve; as a rule, active = well fitted curve in the direction sought with a large enough effect; inconclusive = small, poorly fitted or top-dose-only effect, or another doubt; inactive = no such curve, though single readings can be large; an effect the other way counts as inactive or inconclusive. % is set by controls: 0 for no effect and ±100 for the full control effect; potency is the fitted concentration of half-maximal effect.

SMILES	KAT2A inh	DT40 TDP1 CPT	FEN1 inh
CCOC(=O)NC(=O)/C(C#N)=N/Nc1ccc(F)cc1	-3%	6%	-6%
CCCCN(C(=O)CCNC(=O)NC12CC3CC(CC(C3)C1)C2)c1c(N)n(CCCC)c(=O)[nH]c1=O	2%	-13%	3%
CCC(=O)N1CCc2cc(S(=O)(=O)NCCC(=O)NCc3ccccc3Cl)ccc21	-2%&-1%	?	4%&5%
Cc1ccc(C(=O)NCCCNC(=O)COc2ccc(C)c(C)c2)cn1	-1%	10%	10%
C=CCn1c(-c2cccnc2Cl)nc2cc(Cl)c(Cl)cc21	1%	18µM*	-2%
COc1ccc(CNC(=O)[C@H](NC(=O)C2CCN(C(=O)[C@@H](N)CCSC)CC2)C(C)C)cc1	-8%	-4%	1%
COc1ccc([N+](=O)[O-])cc1NC(=O)COC(C)=O	-1%	5%	12%
CN(C)CCCCCCNc1nccc(N2CCN(C)CC2)n1	.	10µM*	-5%
COc1ccc(N(CC(=O)Nc2cccc(C(F)(F)F)c2)S(=O)(=O)c2c(C)[nH]c(=O)[nH]c2=O)cc1	-6%	4%	-14%
COc1ccc(-c2nc(CN3CCC(C(=O)NCC4CCCO4)CC3)c(C)o2)cc1OC (stereo unspecified)	0%	-10%	19%
CCOC(=O)c1sc(=NC(=O)COc2ccc(Cl)cc2)n(C)c1C	-3%	8%	11%
CC(C)c1cc(N2CCC(=O)NC2=O)cc(C(=O)O)c1O	-4%	-9%	-2%
O=C(O)C1CCCN(S(=O)(=O)c2ccc(Br)s2)C1 (stereo unspecified)	0%	2%	-4%
COCCCn1c(=O)c2sccc2n2c(CCCC(=O)NCc3cccc(OC)c3)nnc12	-1%&-2%	?	-3%&0%
COc1cccc(-c2nc3sc4c(c3c(=O)[nH]2)CCCCC4)c1	-3%	?	-5%
COc1ccc(CCNS(=O)(=O)c2cn(C)c(=O)n(C)c2=O)cc1OC	-16%	-7%	-10%
COc1cc(C(=O)OCc2cc3ccccc3[nH]c2=O)cc(OC)c1OC	-4%	3%	-13%
Cc1cn2c(=O)cc(COC(=O)c3ccc(NC(=O)c4ccccc4C)cc3)nc2s1	-1%	-3%	-7%
CC(Oc1ccc(Cl)cc1Cl)C(=O)Nc1ncccn1 (stereo unspecified)	-2%	-7%	12%
Cc1c(O)ccc(/C=N/Nc2ncccc2[N+](=O)[O-])c1O	-1%	?	-4%
Cc1ccc(C)c(OCCn2nnc3ccccc32)c1	-11%	-9%	17%
O=C1c2ccccc2C(=O)c2cc(Cn3cc(-c4cccc(C(F)(F)F)c4)nn3)ccc21	.	?	10%
CCOc1cc(C(=O)Nc2cc(C(=O)OC)ccc2C)ccc1OCC(=O)N1CCOCC1	-3%	-19%	6%
C=CCOc1ccc(C2NC(=S)NC(C)=C2C(=O)c2ccccc2)cc1OC (stereo unspecified)	-3%	?	0%
Cc1nn2c(=O)cc(CSc3ccccc3NC(=O)c3ccccc3)nc2s1	2%	-2%	-2%
CN1CCCN(C(=O)c2cccc(Cl)c2)CC1	1%	18%	2%
O=S1(=O)N=C(N(Cc2cccs2)c2ccc(O)cc2)c2ccccc21	2%	?	-14%
Cc1cc(NC(=O)CSc2nnc(-c3ccccc3)n2Cc2ccco2)no1	0%	-21%	-5%
CNC(=S)NNc1ccccc1[N+](=O)[O-]	-9%	-1%	0%
O=C(/C(C=Nc1cc2c(oc1=O)CCCC2=O)=C(\O)c1ccccc1)c1ccccc1	17%	?	-18%

Reprinted at random: four compounds from above
SMILES	KAT2A inh	DT40 TDP1 CPT	FEN1 inh
CN1CCCN(C(=O)c2cccc(Cl)c2)CC1	1%	18%	2%
Cc1cc(NC(=O)CSc2nnc(-c3ccccc3)n2Cc2ccco2)no1	0%	-21%	-5%
O=S1(=O)N=C(N(Cc2cccs2)c2ccc(O)cc2)c2ccccc21	2%	?	-14%
Cc1c(O)ccc(/C=N/Nc2ncccc2[N+](=O)[O-])c1O	-1%	?	-4%

The list goes on:
SMILES	KAT2A inh	DT40 TDP1 CPT	FEN1 inh
CC(CN(C)Cc1ccccc1)OC(=O)c1cccc(F)c1 (stereo unspecified)	-1%	-4%	-6%
COc1ccc(NC(=O)CSC2=Nc3ccccc3C3=NC(CC(=O)NCc4ccccc4OC)C(=O)N23)cc1Cl (stereo unspecified)	-12%	?	-8%
COc1ccc(N/C=C/C(=O)C(C)(C)C)cc1	-2%	-24%	11%
CCC(=O)Nc1ccc(Nc2nc(C)c([N+](=O)[O-])c(Nc3ccc(NC(=O)CC)cc3)n2)cc1	57%[activator]	8.2µM*	11%
Cc1nn(CC(=O)NCCN2CCCCC2C)c(=O)c2cc(-c3ccccc3)nn12 (stereo unspecified)	0%	-12%	1%
Nn1c(SCC(=O)N2CCOCC2)nnc1-c1ccc(Cl)cc1Cl	-1%	-3%	8%
COc1cc(C(=O)O)ccc1Cl	-18%	17%	24%
CCOC(=O)C1CCN(CCC(=O)Nc2cccc(Cl)c2C)CC1	-6%	-28%	-16%
COc1ccc(Cc2nnc(SCC(=O)Nc3ccc(C)cc3C)[nH]c2=O)cc1	-7%	4%	-3%
CCC1CCC2(CC1)NC(=O)N(CC(=O)c1c(C)[nH]c3ccccc13)C2=O (stereo unspecified)	0%	-1%	-12%
Cc1ccc(C)c(C(=O)OCC(=O)N(C)c2ccccc2)c1	-24%	25%	7%
Cn1cc(S(=O)(=O)N2CCCCCC2)cc1C(=O)N1CCN(c2ccc(F)cc2)CC1	-2%	?	-9%
CCN(CC)c1ccc(-n2cc3c(=O)n(C)c(=O)n(C)c3c2)cc1	0%	?	-6%
CC(=O)/C(=C/N(C)C)C(=O)Nc1ccc(Cl)cc1Cl	18%	?	-26%
CCOc1ccc(-n2c(SCc3ccc(C(=O)OC)o3)nc3c([nH]c4ccccc43)c2=O)cc1	-7%	23µM*	16%
Cc1ccc(NS(=O)(=O)c2c(C)[nH]c(C)c2C(=O)N2CCCC2)cc1	-4%	-8%	21%
CC1(C)N=C(N)N=C(N)N1c1cccc(CN)c1	-8%	-25%	-3%
CC(=O)N1c2ccc(S(=O)(=O)NCCc3cccc(C)c3)cc2CC1C (stereo unspecified)	-8%	15µM*	-1%
Cc1cccc(Nc2cc(C)nc(-n3nc(C)cc3C)n2)c1	-3%	3.3µM*	17%
CC(=O)Nc1c(OC(C)=O)ccc2c(C)cc(=O)oc12	-8%	1%	6%
CN1/C(=C\C(=O)COC(=O)C2COc3ccccc3O2)C(C)(C)c2ccccc21 (stereo unspecified)	-13%	12µM*	?
O=C(CCCCn1c(=O)[nH]c2ccsc2c1=O)NCc1ccc2c(c1)OCO2	0%	-20%	2%
Cc1nc2cnc(N(C)C)nc2n(C2CC2)c1=O	-16%	-12%	.
CC1CC(C)CN(S(=O)(=O)c2cc3c4c(c2)CCC(=O)N4CCC3)C1 (stereo unspecified)	0%	?	5%
CCS(=O)(=O)C1=NN2C(=N)/C(=C\c3ccc(OC(=O)c4ccco4)cc3)C(=O)N=C2S1	-26%	16%	17%
COc1ccc(-c2nc(C#N)c(N3CC(C)OC(C)C3)o2)cc1OC (stereo unspecified)	-3%	-18%	-4%
O=C(NCc1ccc2[nH]c3c(c2c1)CCCC3)c1ccc(S(=O)(=O)N2CCCCC2)cc1	-6%	-3%	1%
COc1ccc(CCNC(=O)CCn2c(=O)c3ccccc3n(Cc3c(C)cc(C)cc3C)c2=O)cc1OC	2%	-1%	-2%
CC1(C)CC(=O)c2c(O)cc(OCC(=O)Nc3ccc(S(N)(=O)=O)cc3)cc2O1	-4%	-29%	4%
C[C@H]1Oc2ccccc2C(=O)C1C(=O)c1ccccc1 (stereo partly specified)	.	0%	-17%
CCOc1ccc2ccccc2c1/C=N\NC(=O)c1ccc([N+](=O)[O-])cc1	-15%	4%	-3%
CC(C)(C)OC(=O)N1CCC(c2c(C(=O)N3CCN(C(=O)c4ccco4)CC3)cnn2-c2ccccc2)CC1	13%	-14%	19%
Nc1nc(-c2ccccc2)c(N=Nc2ccccc2Cl)s1	-14%	-16%	?
COc1ccc(C(=O)NC2CCCc3c2cnn3-c2cc(F)cc(F)c2)c(OC)n1 (stereo unspecified)	-8%	-26%	-3%
Cc1cnc(NC(=O)Cc2ccccc2F)s1	1%	7.3µM*	-2%
CCN(CC(=O)NCc1ccc(Cl)cc1)C(=O)c1ccc(S(=O)(=O)N(C)C)cc1	-8%	5%	7%
COc1cccc(-c2ccc(-c3noc(-c4ccccc4F)n3)c(OC)n2)c1	-5%	?	-15%
COc1ccc(CN2C(=O)C(CC(C)C)Nc3ncnc(N4CCOCC4)c32)cc1 (stereo unspecified)	-18%	3%	2%
CC1(C)CN=C(N(C(=O)Nc2ccccc2)c2ccccc2F)S1	-2%	-2%	7%
S=C(NC1CCCCC1)NC1CC2C=CC1C2 (stereo unspecified)	-2%	?	10%
COc1ccc(-n2cnnc2SCC(=O)c2cc(C)n(Cc3cccs3)c2C)cc1	-2%	-9%	?
CC(C)(C)c1nc2ccccc2c2nnc(SCC(=O)Nc3nc4ccccc4s3)n12	-7%	?	-6%
Cc1cc(Cl)ccc1Oc1ncc(CN2CCN(c3ccccc3)CC2)s1	-4%	-16%	-24%
CC(CN1CCOCC1)OC(=O)CCc1ccccc1 (stereo unspecified)	-7%	1%	-6%
COc1cc2c(cc1OC)C(COc1cc(C)cc(C)c1)N(C(=O)COc1ccccc1)CC2 (stereo unspecified)	-5%	?	8%

The final 6 compounds of the section before lead into the next.
SMILES	KAT2A inh	DT40 TDP1 CPT	FEN1 inh
S=C(NC1CCCCC1)NC1CC2C=CC1C2 (stereo unspecified)	-2%	?	10%
COc1ccc(-n2cnnc2SCC(=O)c2cc(C)n(Cc3cccs3)c2C)cc1	-2%	-9%	?
CC(C)(C)c1nc2ccccc2c2nnc(SCC(=O)Nc3nc4ccccc4s3)n12	-7%	?	-6%
Cc1cc(Cl)ccc1Oc1ncc(CN2CCN(c3ccccc3)CC2)s1	-4%	-16%	-24%
CC(CN1CCOCC1)OC(=O)CCc1ccccc1 (stereo unspecified)	-7%	1%	-6%
COc1cc2c(cc1OC)C(COc1cc(C)cc(C)c1)N(C(=O)COc1ccccc1)CC2 (stereo unspecified)	-5%	?	8%
COc1ccc(CCNc2cc(C)nc(N)n2)cc1OC	-37%	?	21%
Cc1cc(=O)oc2c3c(cc(OCC(=O)NC(Cc4ccc(Cl)cc4)C(=O)O)c12)OC(C)(C)CC3 (stereo unspecified)	2%	?	13%
N#CC1=C(N)Oc2n[nH]c(-c3cccs3)c2C1c1cccs1 (stereo unspecified)	1%	?	1%
CS(=O)(=O)c1[nH]nc(-c2ccccc2)c1C#N	-8%	23%	-11%
Cc1cccc(C)c1NC1=C(Cl)C(=O)OC1OC(=O)c1ccccc1 (stereo unspecified)	-7%	-9%	-5%
Cc1cc(NC(=O)C2CCCN(S(=O)(=O)c3cccc4nsnc34)C2)ccc1Br (stereo unspecified)	0%	10µM*	10%
CC1(C)Cc2c(cnn2-c2ccccc2)C(NC(=O)CCCn2cncn2)C1 (stereo unspecified)	1%	?	3%
CN1CCC(OC(=O)COc2ccc(C(C)(C)C)cc2)CC1	-4%	-18%	8%
Cc1onc(-c2c(F)cccc2Cl)c1C(=O)NCc1ccc2c(c1)OCO2	-9%	-4%	-12%
CN(Cc1nc(-c2ccccc2)no1)C(=O)c1ccco1	-1%	-2%	-10%
CCN(c1ccccc1)S(=O)(=O)c1ccc(C(=O)Nc2ccccn2)cc1	-13%	21µM*	18%
Cc1ccc(N(C(=O)CNC(=O)c2ccco2)C(C(=O)NCC2CCCO2)c2ccccc2)c(C)c1 (stereo unspecified)	-7%	-4%	-5%
CC(C)(C)c1ccc(Oc2ccc(NC(=O)CCC(=O)OCC(=O)c3ccccc3)cc2)cc1	-4%	15µM*	-9%
Cc1nn(CCCC(=O)NCc2ccc(F)cc2)c(=O)c2c1sc1ccccc12	-3%	-25%	4%
CC(=O)c1c(C)[nH]c(C(=O)OCc2cc(-c3ccco3)on2)c1C	-1%	-23%	-3%
Cc1nn(-c2ccc(F)cc2)c(Cl)c1C(=O)OC(C)C(=O)N(C)C1CCCCC1 (stereo unspecified)	-7%	?	0%
Cc1c(N(C(=O)c2ccccn2)C2(C(=O)NC3CCCC3)CCCCC2)c(=O)n(-c2ccccc2)n1C	-1%	1%	-2%

Not all compounds are listed; the hit share may differ from the screen's.
